# Bioassay records: PubChem BioAssay, several laboratories
# BH1578 lux ind: induces V. cholerae light production without autoinducers | activation, % at 18.7 µM | actives 0.16% (n = 350,000) | V. cholerae BH1578 lux reporter, luminescence, 6 h; in the data active = activation mostly above about 9.7%, no sharp cut-off; note: not every result past the cut was called active; inactives centre near 0; reference of the scale not given here
# Yp Topo-I inh: blocks Yersinia pestis topoisomerase I activity; AID 504884; activity, % at 10 µM; Y. pestis Topo-I cleavage product accumulation, plate reader; actives 0.064% (n = 360,000); in the data active = activity above about 50%, passing the limit was not always enough; note: inactives centre near 2
# Mtb UGM inh: Mtb UDP-galactopyranose mutase inhibition; purified UGM, fluorescence polarization probe displacement; inhibition, % at 10 µM; P9WIQ1; actives 0.06% (n = 320,000); in the data active = inhibition above about 10%, passing the limit was not always enough
# Target sequence (P9WIQ1 whole entry, looked up): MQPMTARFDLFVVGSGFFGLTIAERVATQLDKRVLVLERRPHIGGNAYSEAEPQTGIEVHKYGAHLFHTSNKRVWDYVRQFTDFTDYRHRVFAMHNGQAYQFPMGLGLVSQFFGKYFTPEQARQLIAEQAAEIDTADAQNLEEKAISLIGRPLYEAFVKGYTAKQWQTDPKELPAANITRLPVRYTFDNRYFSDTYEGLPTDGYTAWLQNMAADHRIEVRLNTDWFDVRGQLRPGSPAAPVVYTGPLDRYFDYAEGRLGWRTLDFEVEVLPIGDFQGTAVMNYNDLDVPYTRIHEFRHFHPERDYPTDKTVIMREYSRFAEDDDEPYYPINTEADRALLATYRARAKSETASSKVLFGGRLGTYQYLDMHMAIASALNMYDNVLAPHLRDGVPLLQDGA
# TcdB inh: inhibitors of Clostridioides difficile toxin B glycohydrolase; P18177; TcdB glycohydrolase enzymatic assay, plate reader; inhibition, % at 9.99 µM; actives 0.24% (n = 350,000); in the data active = inhibition above about 10%
# GDH-TPI inh: counter-screen for M. tuberculosis FBA inhibitors: GDH-TPI coupled enzymes | actives 1.2% (n = 360,000) | AID 588335 | inhibition, % at 4.8 µM | GDH-TPI coupled enzyme counterscreen, NADH absorbance; in the data active = inhibition above about 30%;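 note: 0% = DMSO wells and 100% = wells lacking the enzyme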
# FadD28 binding: inhibitors of Mycobacterium tuberculosis FadD28 bisubstrate binding; actives 0.22% (n = 360,000); FadD28 bisubstrate probe binding, fluorescence polarization; inhibition, % at 12.5 µM; in the data active = inhibition above about 8.5%, passing the limit was not always enough
# PfHsp40 yeast: restores yeast growth despite PfHsp40 toxicity; actives 0.68% (n = 340,000); S. cerevisiae expressing PfHsp40, growth rescue, ATP luminescence; growth rescue, % at 12.5 µM; in the data active = growth rescue above about 28%, passing the limit was not always enough;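 note: yeast W303a lacking pdr1 and pdr3 grown in galactose medium; growth measured after three days at 30 °C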
# Mtb FBA inh: Mtb fructose-bisphosphate aldolase inhibition. P9WQA3. purified M. tuberculosis FBA, fluorescence read-out. inhibition, % at 1 µM. actives 2.3% (n = 360,000); in the data active = inhibition above about 27%;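 note: 0% = vehicle and 100% = reference inhibitor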
# Target sequence (P9WQA3 whole entry, looked up): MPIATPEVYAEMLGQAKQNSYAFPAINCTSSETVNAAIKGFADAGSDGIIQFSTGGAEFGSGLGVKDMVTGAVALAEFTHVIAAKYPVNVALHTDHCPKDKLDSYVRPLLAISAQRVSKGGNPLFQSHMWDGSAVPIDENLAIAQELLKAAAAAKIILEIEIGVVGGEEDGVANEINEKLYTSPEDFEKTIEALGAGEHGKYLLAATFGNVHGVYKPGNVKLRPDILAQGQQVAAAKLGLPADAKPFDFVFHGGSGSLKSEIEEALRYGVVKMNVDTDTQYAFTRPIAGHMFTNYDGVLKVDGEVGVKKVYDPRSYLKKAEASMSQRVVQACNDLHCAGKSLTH
# Mtb BioA inh: inhibitors of Mycobacterium tuberculosis BioA enzyme; purified M. tuberculosis BioA enzyme, plate reader; inhibition, % at 9.99 µM; actives 0.096% (n = 360,000); AID 602481; in the data active = inhibition above about 40%
# Numbers without * were called inactive; i = inactive; . = not tested or not shown; + = active, no number.
SMILES,BH1578 lux ind,Yp Topo-I inh,Mtb UGM inh,TcdB inh,GDH-TPI inh,FadD28 binding,PfHsp40 yeast,Mtb FBA inh,Mtb BioA inh
C/C=C(/C)C(=O)O[C@@H]1c2cc3c(c(OC)c2-c2c(cc(OC)c(OC)c2OC)[C@@H](OC(C)=O)[C@@H](C)[C@H]1C)OCO3,-0.3,7,0.4,.,-2,-2.3,-1.6,-4,-1.5
COc1cccc(N2CC(C(=O)Oc3ccc4ccccc4c3)CC2=O)c1 (stereo unspecified),-0.3,0,0.9,1.0,-7,2.3,1.2,4,-3.5
COc1ccccc1C(=O)Nc1ccnn1C1CCN(C(=O)c2ccoc2C)CC1,-2.3,-3,0.8,0.7,5,-1.3,1.3,4,8.4
CCCn1c(N)c(N(CCOC)C(=O)c2cccc(S(=O)(=O)N3CCCc4ccccc43)c2)c(=O)[nH]c1=O,i,6,1.7,2.3,4,-3.8,-1.3,-1,0.7
O=C(Cn1c(=O)n(Cc2ccco2)c(=O)c2cc(Cl)ccc21)NCC1CCCO1 (stereo unspecified),5.7,-4,-0.4,.,-3,-0.8,0.2,6,0.9
C[C@H]1CN=C(N(C)C)N1CCC1CCCCC1,0.8,-6,-2.5,0.1,5,-1.8,-0.5,-1,-1.0
Cc1ccc(CSCc2ccc(C(=O)NC3CCCC3)o2)cc1,-0.7,-6,1.6,1.0,-2,-2.3,-0.4,-1,-2.1
Cc1ccc(N2C(=O)SC(N(CC(=O)O)c3cccc(C)c3)C2=O)cc1 (stereo unspecified),-0.5,6,0.1,-0.9,5,-0.1,-0.9,1,1.0
Cc1cccn2c(CN3CCCN(C=O)CC3)c(C(=O)N(C)CCc3ccccc3)nc12,1.1,9,1.9,-1.1,-2,0.1,-0.4,5,.
COc1cccc(NC(=O)COc2cccc3c2CCNC3=O)c1,i,2,0.0,0.2,0,-4.4,0.9,-1,-1.8
Cc1ccccc1N1C(=O)c2cc(S(N)(=O)=O)c(Cl)cc2NC1C (stereo unspecified),i,0,-1.4,1.2,3,-3.9,-0.2,14,22
c1ccc(N2[C@@H]3CC[C@H]2c2ccccc2C3)cc1,-0.6,-10,.,-4.7,4,0.4,.,0,-1.0
CC1CC=C(c2ccccc2)C(=S)N1 (stereo unspecified),i,1,-0.6,0.7,1,-0.8,-0.9,-1,-0.2
COc1ccc(S(=O)(=O)NCC2(N3CCOCC3)CCCCC2)cc1OC,i,-11,.,2.4,6,0.0,0.1,4,-3.1
CCn1c2ccccc2c2cc(N=C3SC(CC(=O)Nc4ccccc4)C(=O)N3C)ccc21 (stereo unspecified),i,15,-3.8,.,2,-1.9,-0.8,2,2.0
CC(=O)c1ccc(N2C(=NC(=O)CCc3ccccc3)SC3CS(=O)(=O)CC32)cc1 (stereo unspecified),i,-4,-1.7,-0.1,3,-3.1,-0.6,-10,0.7
CSc1ccc(CN(C)Cc2nc3cc(C(F)(F)F)ccc3c(=O)[nH]2)cc1,-0.3,-3,-1.0,2.6,16,-1.4,0.4,-2,.
CCCn1c(N)c(Sc2ccc(Cl)cc2)c(=O)n(CCC)c1=O,3.4,4,-2.1,.,-5,-1.7,1.5,-1,1.9
CC1(C)Cc2c(sc3c2c(N)nc(=S)n3Cc2ccc(Br)cc2)CO1,-0.7,6,-2.2,0.4,-2,-2.0,0.8,1,-0.3
CCOC(=O)/C=C/[C@H]1Cc2ccccc2CO1,-0.4,0,1.5,-4.6,0,-1.7,0.2,4,-0.6
CCOC(=O)C1(C)CCCN1C(=O)c1cccc(F)c1 (stereo unspecified),-0.4,4,.,0.2,-6,-4.1,.,-5,-0.3
CCCCN(C(=O)c1cc(S(=O)(=O)N2CCCCCC2)ccc1OC)c1c(N)n(CCC)c(=O)[nH]c1=O,i,-4,-0.9,-4.5,8,-2.4,-1.2,4,.
CCC(C)NC(=S)Nc1ccc(C(=O)OC)cc1 (stereo unspecified),-0.2,-5,-3.9,-3.4,7,-0.1,-0.5,5,.
O=C1NC(=O)C(=Cc2cc([N+](=O)[O-])ccc2N2CCCCC2)C(=O)N1,-0.3,14,-0.4,1.3,8,-0.8,-1.2,-9,1.7
CC(C)Oc1ccc2ccccc2c1CNC[C@H]1O[C@@H](n2ccc(N)nc2=O)[C@H](O)[C@@H]1O,-0.2,8,.,0.6,8,0.4,.,0,.

# Next part; the last 2 above are carried over.
SMILES,BH1578 lux ind,Yp Topo-I inh,Mtb UGM inh,TcdB inh,GDH-TPI inh,FadD28 binding,PfHsp40 yeast,Mtb FBA inh,Mtb BioA inh
O=C1NC(=O)C(=Cc2cc([N+](=O)[O-])ccc2N2CCCCC2)C(=O)N1,-0.3,14,-0.4,1.3,8,-0.8,-1.2,-9,1.7
CC(C)Oc1ccc2ccccc2c1CNC[C@H]1O[C@@H](n2ccc(N)nc2=O)[C@H](O)[C@@H]1O,-0.2,8,.,0.6,8,0.4,.,0,.
COc1ccc(NC(=O)c2oc3ccccc3c2NC(=O)c2ccco2)cc1,-0.2,10,0.5,0.3,27,-8.1,0.1,2,.
CNC(=O)CSc1cnc2ccccc2n1,0.3,-1,1.0,-0.3,9,0.5,0.5,1,.
Cc1ccc(NC(=O)CSc2nc(N)cc(=O)[nH]2)cc1S(=O)(=O)N1CCCCC1,i,-10,0.1,-0.3,5,3.2,1.4,2,0.3
C=CCNC(=O)c1ccccc1NC(=O)c1ccccc1SC,-0.8,2,-3.4,-0.2,-1,-1.0,1.0,-3,.
Cc1cc(C)n2nc(CNS(=O)(=O)c3ccc(CC(C)C)cc3)nc2n1,-0.1,5,-1.2,-0.3,-2,0.0,0.2,2,0.3
CCCN(C(=O)Cc1coc2cc(OC)ccc12)C1CCS(=O)(=O)C1 (stereo unspecified),i,-4,2.0,0.4,3,-1.9,-1.5,0,0.6
Cn1nnnc1SCC(=O)N1N=C(c2cccs2)CC1c1cccs1 (stereo unspecified),i,3,-2.1,0.1,12,-3.6,0.1,1,-3.4
C1CN(c2nc3nonc3nc2N2C[C@H]3CC[C@H]2C3)CCS1,i,3,-0.5,1.6,3,0.2,-0.8,2,.
CC(=O)Nc1cc(C(=O)CSc2nnc(C3CC3)n2C2CC2)ccc1O,-0.6,-2,-1.2,0.7,21,-1.5,1.1,1,0.4
CC1(C(=O)Nc2ccc3nc[nH]c3c2)CCN1C(=O)C1(c2ccccc2)CC1 (stereo unspecified),i,-4,.,1.1,7,-1.8,.,1,4.4
COc1ccc(C(=O)C23CN4CN(CN(C4)C2)C3)cc1,i,-8,-0.8,0.5,-1,-3.3,-0.3,-5,3.5
Nn1c(SCC(=O)NCc2ccccc2)nnc1C1CC1,i,6,-0.5,.,8,0.0,2.7,-1,-0.7
Cc1cccc(C(=O)N2N=C(c3ccc(NS(C)(=O)=O)cc3)CC2c2cccs2)c1 (stereo unspecified),-0.4,8,0.1,5.8,12,-4.2,2.2,1,0.9
O=C(CCl)N(Cc1ccccc1)c1ccccc1,-2.2,7,0.8,-0.6,-10,-4.2,-1.2,-4,.
O=C(Cn1nnc2ccccc21)c1ccc(Cl)cc1,-0.2,-9,-3.7,2.0,18,-1.0,0.0,4,0.1
Cc1cc(NS(=O)(=O)c2ccc(NC(=O)c3ccco3)cc2)no1,-0.6,-3,2.5,.,0,-2.1,-2.3,-1,0.7
Cc1noc(NS(=O)(=O)c2ccc(NS(=O)(=O)c3ccc(C(C)(C)C)cc3)cc2)c1C,0.9,2,.,0.2,4,0.4,.,-1,-1.5
COc1cc(C(C(=O)NC2CCCCC2)N(Cc2cccs2)C(=O)Cc2c[nH]c3ccccc23)cc(OC)c1OC (stereo unspecified),-3.0,5,1.9,.,11,-1.5,-1.2,-1,-2.4
COc1cc(OC)cc(C(=O)OCC(=O)Nc2nnc(-c3ccccc3)o2)c1,-0.3,-4,.,-0.7,0,-2.2,-0.7,1,-0.5
CCCSc1nc(=S)n(Cc2ccccc2)c(C)c1C(C)=O,-0.3,5,3.7,0.5,10,0.8,-0.9,-2,.
CC1CCN(C(=O)COC(=O)CSc2ccc(C(N)=O)cc2[N+](=O)[O-])CC1,-5.3,-13,-2.5,1.2,13,-0.3,0.0,4,.
CCN(CCn1cccn1)Cc1nc(-c2ccccc2)no1,-0.4,14,1.1,4.7,-1,0.2,0.4,3,.
COc1ccc(-c2oc3ccccc3c(=O)c2OC(C)=O)cc1,-3.3,13,1.1,7.5,46*,-4.0,4.4,+,11
CCCn1c2ccccc2c2cnn(CC(=O)NCCOC)c(=O)c21,-0.4,0,0.3,1.8,8,-1.2,1.2,9,-1.8
CC(C)(C)c1ccc(C(=O)N2CCC(C(=O)NCCC3=CCCCC3)CC2)cc1,-1.5,25,2.3,.,-4,-2.8,4.5,0,-0.5
# Later entries
SMILES,BH1578 lux ind,Yp Topo-I inh,Mtb UGM inh,TcdB inh,GDH-TPI inh,FadD28 binding,PfHsp40 yeast,Mtb FBA inh,Mtb BioA inh
CCOC(=O)c1nnn(-c2nonc2N)c1CN1CCCC1,i,-9,1.3,0.8,-7,-3.1,-0.2,1,-3.6
Cc1ccc(SCC(=O)N2CCc3ccccc32)cc1,4.0,18,2.3,.,0,-1.9,-0.1,2,-1.0
CC(O)(C#CCN1CCOCC1)c1ccccc1 (stereo unspecified),-0.2,-4,.,.,-5,-3.1,-0.8,0,-0.8
Cc1cc(C)n(CC(=O)NNC(=O)CCCOc2ccc(Cl)cc2C)n1,i,0,0.1,1.7,3,0.8,-0.7,1,-2.6
C=CCOC(=O)C1=C(C)OC(N)=C(C#N)C1c1ccc2c(c1)OCO2 (stereo unspecified),0.0,2,1.0,.,3,-5.4,0.6,-1,4.1
FC(F)(F)c1ccc(-c2nc(=S)[nH][nH]2)cc1,i,-7,1.2,9.7,14,0.6,-0.4,3,-0.8
CCOc1ccc(C(=O)Nc2c3c(nn2C(C)(C)C)CSC3)cc1OCC,-0.1,5,0.1,.,-6,-5.6,-0.1,-2,-0.2
O=C(O)CCc1nn2c3ccccc3n(CC(=O)O)c2nc1=O,i,-2,-4.4,2.0,19,-2.1,1.4,24,-0.6
O=C(CSc1nccc(=O)[nH]1)Nc1ccc2c(c1)OCCO2,i,7,2.6,-1.3,0,-0.6,-0.4,3,.
Cc1cccc(OCC(=O)Nc2ncn[nH]2)c1C,-0.4,2,0.0,0.0,3,-0.8,0.7,2,-1.3
Cc1cccc(C)c1OCCNC(=O)c1ccc2ccccc2n1,i,-5,-1.5,0.4,4,-1.4,4.4,0,0.6
O=C1NCN(c2ccccc2)C12CCN(C(c1cc3ccccc3o1)c1nnnn1C1CCCC1)CC2 (stereo unspecified),.,.,.,1.2,.,0.3,.,0,0.1
COc1ccc(OC)c(C2/C(=C(/O)c3ccccc3)C(=O)C(=O)N2Cc2ccco2)c1 (stereo unspecified),-0.7,3,1.2,1.8,12,0.0,-0.3,-2,.
N#Cc1cnn(Cc2ccccc2)c1/N=C/N1CCOCC1,10,-5,-0.1,.,-12,-5.2,1.1,-8,0.5
COc1cc([N+](=O)[O-])ccc1-c1ccc(/C=C2\C(=O)ON=C2c2ccccc2)o1,-0.7,-2,.,0.3,23,1.0,1.3,4,.
COC(=O)Cc1c(C)nc2nc(-c3ccc(C)cc3)[nH]n2c1=O,-0.9,-4,1.9,.,-4,-2.7,-0.2,9,.
Cc1ccc(S(=O)(=O)/N=C(/Nc2cccc(O)c2)c2ccccc2)cc1,-0.4,12,0.4,-0.8,5,-1.3,-0.3,0,3.3
COCCNc1nnc(Cc2ccc(Cl)cc2)c(=O)[nH]1,-8.3,-3,0.6,0.6,6,-0.6,-0.1,3,-1.5
COc1ccccc1OCc1nnc(SCC(=O)Nc2ccc(N3CCOCC3)cc2)n1C,-0.1,14,0.4,0.4,1,.,0.4,1,.
Cc1cc(C)nc(N2CCC(CNC(=O)CCc3ccccc3)CC2)n1,-1.4,-7,2.2,.,1,-1.9,-1.0,12,0.2

# Copied from the list:
# `Cc1cc(C)n(CC(=O)NNC(=O)CCCOc2ccc(Cl)cc2C)n1` in FadD28 binding reads 0.8
# `Cc1cccc(OCC(=O)Nc2ncn[nH]2)c1C` in GDH-TPI inh reads 3
# `N#Cc1cnn(Cc2ccccc2)c1/N=C/N1CCOCC1` in Mtb FBA inh reads -8
# `O=C(CSc1nccc(=O)[nH]1)Nc1ccc2c(c1)OCCO2` in GDH-TPI inh reads 0
# `Cc1ccc(SCC(=O)N2CCc3ccccc32)cc1` in Yp Topo-I inh reads 18

# Compounds were not picked by outcome; 4.6% or so of the library scored in one or more.
